RORg inh – blocks mouse ROR gamma transcriptional activity; P51450; Drosophila S2 Gal4-RORgamma UAS-luciferase reporter, 20 h; Potency, µM (doses to about 53.6 µM), inactives show at the highest dose activity change, negative = inhibition, usual class: inhibitors; actives 5.4% (n = 310,000); further: nearly all actives have a fitted effect of over 60% in size
Target sequence (P51450 whole entry, looked up, the tested form may be a part): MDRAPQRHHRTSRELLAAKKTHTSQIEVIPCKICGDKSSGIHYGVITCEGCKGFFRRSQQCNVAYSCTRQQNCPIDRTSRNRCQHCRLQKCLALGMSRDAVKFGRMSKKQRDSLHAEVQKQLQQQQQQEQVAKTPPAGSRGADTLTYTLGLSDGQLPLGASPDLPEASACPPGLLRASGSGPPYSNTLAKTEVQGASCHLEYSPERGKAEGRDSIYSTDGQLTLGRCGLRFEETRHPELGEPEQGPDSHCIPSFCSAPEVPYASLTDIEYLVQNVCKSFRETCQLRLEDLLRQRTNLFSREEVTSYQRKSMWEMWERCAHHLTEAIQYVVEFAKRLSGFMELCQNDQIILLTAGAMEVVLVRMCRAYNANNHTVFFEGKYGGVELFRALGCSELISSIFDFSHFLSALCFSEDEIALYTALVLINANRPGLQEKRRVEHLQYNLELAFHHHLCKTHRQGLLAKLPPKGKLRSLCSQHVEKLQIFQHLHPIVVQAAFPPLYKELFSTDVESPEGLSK
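Drosophila S2 cells stably expressing Gal4-DBD/mouse RORγ fusion under metallothionein promoter plus UAS-luciferase; compound 1 h, then 700 uM CuSO4 induction for 20 h at ambient temperature; inhibition read as reduced luminescence.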
Gal4-VP16 FLuc – counter-screen for ROR gamma inhibitors: Gal4-VP16 reporter; Potency, µM (top dose mostly 53.6 µM), for the others: at the highest dose activity, negative = inhibition, actives largely listed as inhibitors; Drosophila S2 Gal4-VP16 UAS-luciferase, luminescence, 20 h; actives 3.5% (n = 310,000);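 further: Gal4-VP16 expression switched on by copper sulfate through the metallothionein promoter; nearly all actives have a fitted effect of over 50% in size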
Active calls of the source: *; ? = inconclusive; & = joins results of further samples; [ ] = another dose, or the depositor's remark. The call rests on the fitted dose curve; in most records, active means well fitted curve in the direction sought with a large enough effect; inconclusive means small, poorly fitted or top-dose-only effect, or another doubt; inactive means no such curve, though single readings can be large; an effect the other way counts as inactive or inconclusive. On the % scale 0 is the no-effect control and ±100 the full control effect; potency means the concentration at half of the fitted maximal effect. An excerpt, so the mix of outcomes need not match the whole.

molecule,RORg inh,Gal4-VP16 FLuc
CCCCCCCCc1[se]c2ccccc2c1Br,0%,0%
C=C(C)c1cc2cc(C(C)=O)c(O)cc2o1,?,-8%&4%
CCCC/C=C/[C@@H](NP(=O)(c1ccccc1)c1ccccc1)c1ccccc1OC,19%,-9%
CCCCOC(=O)N(C)SN(C)C(=O)Oc1cccc2c1OC(C)(C)C2,?,?
CS(=O)(=O)N1CCC2(CC1)CN(Cc1ccncc1)C2,1%,4%
CCCC(=O)Cl,-10%,4%
CC(C)CCNC(=O)CNC(=O)[C@@H](C)NC(=O)[C@@H](N)Cc1ccc(O)cc1,-3%,-5%
CC(C)Oc1cc(-n2nc(C(C)(C)C)oc2=O)c(Cl)cc1Cl,35%,?
C[C@@]12CC[C@H]3[C@@H](CC[C@]4(O)C[C@H](O)CC[C@@]34C=O)[C@]1(O)CC[C@@H]2C1=CC(=O)OC1,16%[16.9 µM],4%[17 µM]
C[C@]12O[C@H](C[C@@]1(O)C(=O)O)n1c3ccccc3c3c4c(c5c6ccccc6n2c5c31)CNC4=O,13%,-3%
CCCCCCCCCCCCCCCCOC[C@@H](COP(=O)([O-])OCC[N+](C)(C)C)OC(C)=O,17%,-5%
C=C(C)C1CCC(C)=CC1c1c(OC)cc(C)cc1OC (stereo not given),-1%,11%
C[C@]12CC[C@@H]3[C@@H](CCC4=CC(=O)CC[C@@H]43)[C@@H]1CC[C@@H]2OC(=O)CCc1ccccc1,46%,-14%
C=C(C)CN1CC[C@@]23c4c5ccc(O)c4O[C@H]2c2[nH]c4ccccc4c2C[C@]3(O)[C@@H]1C5,-39%,28µM*
NCCNC[C@@H](N)CCCN=C(N)N[N+](=O)[O-],-6%,-11%
CC(=O)OC1CC(OC(C)=O)[C@]2(C)C(CC(OC(C)=O)[C@]3(C)C2CC[C@@]2(C)C(c4ccoc4)C(=O)C4O[C@]432)C1(C)C (stereo not given in full),?,5%
O=C(Oc1ccccc1)N1CCC2(CCCN(C(c3ccccc3)c3ccccc3)C2)CC1,?,-11%
CCc1ccc(C(=O)NN(C(=O)c2cc(C)cc(C)c2)C(C)(C)C)cc1,-1%,-2%
c1ccc2c(c1)CCCC2,2%,-7%
CCC(=O)OC1CCC2C3CCc4cc(O)ccc4C3CC[C@]12C (stereo not given in full),?,?
CCCCC#N,2%,10%
NC(=NCCc1ccc(I)cc1)SCCCc1cnc[nH]1,1%,-5%
N#CC(C#N)=Cc1cc(O)c(O)c([N+](=O)[O-])c1,-101%,22µM*
COc1cc2c(cc1OC)[C@@H]1C(=O)c3ccc(O)c(CC=C(C)C)c3OC1CO2 (stereo not given in full),12%,-2%
C=C(C)C1Cc2c(ccc3c(=O)c4c(oc23)COc2cc(OC)c(OC)cc2-4)O1 (stereo not given),6%&0%,-2%&-1%

Record cards, from the list above.
CCCCCCCCc1[se]c2ccccc2c1Br across the screens: RORg inh = 0%; Gal4-VP16 FLuc = 0%
c1ccc2c(c1)CCCC2 across the screens: RORg inh = 2%; Gal4-VP16 FLuc = -7%

Structural class: those above with a carbonyl joined to an NH by a bond outside any ring (two)
molecule,RORg inh,Gal4-VP16 FLuc
CC(C)CCNC(=O)CNC(=O)[C@@H](C)NC(=O)[C@@H](N)Cc1ccc(O)cc1,-3%,-5%
CCc1ccc(C(=O)NN(C(=O)c2cc(C)cc(C)c2)C(C)(C)C)cc1,-1%,-2%

Further entries
molecule,RORg inh,Gal4-VP16 FLuc
c1csc(CN2CC[C@@]3(CCCNC3)C2)n1,-18%,-10%
CC1C(=O)OC2O[C@]3(C)CC[C@H]4C(C)CCC1[C@]24OO3 (stereo not given in full),-2%,-5%
COC(=O)C12CC3=CCC4C(=O)N(c5ccccc5)C(=O)C4C3Cc3ccccc3[C@@H]1CNC2=O (stereo not given in full),-4%,-1%
O=C(c1ccco1)N1CCC[C@@]2(CCN(Cc3ccncc3)C2)C1,1%,9%
C=C/C(=C/C(=O)C[C@H](C)C[C@@H](C)CC[C@H](O)[C@H](C)C(=O)C[C@@H](O)[C@H](C)[C@@H](C)OC(=O)C[C@@H](O)C1=C(C)C(=O)OC1=O)CC,?,?
O=[N+]([O-])c1ccccc1O,-13%,-7%
C[C@@]12CC[C@H](O)C[C@@H]1CC[C@H]1[C@@H]2C[C@@H](O)[C@]2(C)[C@@H](C3=CC(=O)OC3)CC[C@]12O,10%[16.9 µM],-4%[17 µM]
CC(C)CN1CC2(CCN(C(=O)Oc3ccccc3)CC2)C1,-26%,-2%
C=C(C)C1CCC(C)=CC1c1c(O)cc(O)cc1CCCCC (stereo not given),?,-3%
O=C(NC1CCCCC1)c1cn(CCN2CCOCC2)c2cc(Cl)ccc2c1=O,-10%,-8%
CC1/C=C/C=C/CC/C=C/C=C/C=C/C=C/C(OC2OC(C)C(O)C(N)C2O)CC2O[C@](O)(CC(O)C(O)CCC(O)CC(O)CC(O)CC(=O)OC(C)C(C)C1O)CC(O)C2C(=O)O (stereo not given in full),-11%,1%
Fc1ccc(C(OCCN2CCN(C/C=C\c3ccccc3)CC2)c2ccc(F)cc2)cc1,14µM*,16µM*
N#CN=C1SCCN1Cc1ccc(Cl)nc1,18%,1%
CC(=O)OC1C[C@@]2(C)C(c3ccoc3)C[C@H]3O[C@@]32[C@@]2(C)C(=O)C(O)=C3C(C)(C)C(=O)C=C[C@]3(C)C12 (stereo not given in full),3.2µM*,3.2µM*
CCCc1cc2c(n1CCO)C(C)C1CN(C(=O)c3ccccc3)C(C)(C(=O)OC)C21 (stereo not given),0%,-13%
CC(C)[C@]1(NC(=O)[C@@H]2C=C3c4cccc5[nH]cc(c45)C[C@H]3N(C)C2)O[C@@]2(O)C3CCCN3C(=O)[C@H](Cc3ccccc3)N2C1=O (stereo not given in full),16%,-6%
CCCCCCCCCCCCCC(=O)O[C@@H]1[C@@H](C)[C@@]2(O)[C@@H](C=C(CO)C[C@]3(O)C(=O)C(C)=C[C@@H]23)[C@@H]2C(C)(C)[C@]12OC(C)=O,?,-3%
O=C(Oc1ccccc1)N1CCC2(CCN(Cc3nccs3)CC2)CC1,-1%,-6%
O=C(N[C@@H]1CN2CCC1CC2)c1cc(Cl)cc2[nH]cnc12,-2%,3%
C[C@H]1CC[C@@H]2[C@@H](C)[C@H]3C(CC4C5CC=C6CC(O[C@@H]7O[C@H](CO)C(O[C@@H]8O[C@@H](C)[C@H](O)[C@@H](O)[C@H]8O)[C@H](O)[C@H]7O[C@@H]7O[C@@H](C)[C@H](O)[C@@H](O)[C@H]7O)CC[C@]6(C)C5CC[C@@]43C)N2C1 (stereo not given in full),0%,3%
CC/C=C\C/C=C\C/C=C\C/C=C\C/C=C\CCCC(=O)NCCc1ccc(O)c(O)c1,8%,-11%
CCOc1cc(OP(=S)(OC)OC)nc(CC)n1,18%,-6%
Cc1c(C(=O)c2ccc3ccccc3c2)c2cccc3c2n1[C@H](CN1CCOCC1)CO3,27%,-21%
NC(=NCCCC(N)C(=O)O)N[N+](=O)[O-] (stereo not given),1%,-7%
Oc1ccc2c3c1O[C@H]1c4oc5ccccc5c4C[C@]4(O)[C@H](C2)N(CC2CC2)CC[C@@]314,2%,-10%

Following part.
canonical_smiles | RORg inh | Gal4-VP16 FLuc
CC1CC2OC2/C=C\C=C/C(=O)Cc2c(Cl)c(O)cc(O)c2C(=O)O1 (stereo not given) | 7.9µM* | 10µM*
CC[C@]1(O)CC(O[C@@H]2CC(N(C)C)C(O)C(C)O2)c2c(cc3c(c2O)C(=O)c2c(O)cccc2C3=O)C1C(=O)OC (stereo not given in full) | 2.2µM* | 4.5µM*
COC(C)(C)C | 2% | -12%
CCCCC/C=C\C[C@@H](/C=C/C=C\C/C=C\CCCC(=O)O)OO | -1% | 11%
C=CC(N)=O | -7%&5% | 6%&-13%
CC1(C)C(O)CC(=O)[C@]2(C)C1CC(=O)[C@]1(C)C2CC[C@@]2(C)C(c3ccoc3)OC(=O)C3O[C@@]321 (stereo not given in full) | 27% | -20%
CC(C)(c1ccc(OC[C@@H]2CO2)cc1)c1ccc(OC[C@H]2CO2)cc1 | -11% | 2%
CCN(CC)CCCCN1c2ccccc2Oc2ccc(Cl)cc21 | -32% | -6%
COc1ccc(C(=O)OC2C[C@H]3CC[C@@H](C2)N3C)cc1OC (stereo not given in full) | -16%[16.9 µM] | 9%[17 µM]
Cc1nc2cnc(N3CCNCC3)nc2n(C)c1=O | 3% | -9%
Clc1cccc(Cl)c1 | -14% | 2%
c1ccc(OP(Oc2ccccc2)Oc2ccccc2)cc1 | 0% | 6%
CC1CC(O)[C@]2(O)[C@]13CC(=O)OC[C@@]2(C)[C@@](C)(O)C(=O)C3 (stereo not given in full) | -11% | 6%
Clc1cccc2ccccc12 | -19% | 1%
CCCCC/C=C\C/C=C\C/C=C\C/C=C\CCCC(=O)NCc1ccc(O)c(OC)c1 | 39% | -13%
C/C(=C\C=C/[C@@H](C)C(=O)O)[C@H]1CN[C@H](C(=O)O)[C@@H]1CC(=O)O | -22% | -2%
N#CC(O[C@@H]1OC(COC2OC(CO)C(O)C(O)[C@@H]2O)C(O)C(O)C1O)c1ccccc1 (stereo not given in full) | -24% | 2%
COc1ccc(NC(=O)N2CCCC3(CCN(C(=O)Oc4ccccc4)CC3)C2)cc1 | -21% | 1%
CNC(=O)O/N=C/C(C)(C)SC | 9%&27% | -1%&7%
C[C@@H]1CC[C@H]2[C@@H](C)C(=O)O[C@@H]3OC4(C)CC[C@@H]1[C@]32OO4 | -8% | 2%
O=C1OC(c2cc(I)c(O)c(I)c2)(c2cc(I)c(O)c(I)c2)c2ccccc21 | -17% | ?
CCCCC/C=C\C/C=C\C/C=C\CCCCC(=O)NCCO | -20% | -7%
Cc1cc(OC(=O)N2CCCCC2)c(C(C)C)cc1[N+](C)(C)C | 0% | -12%
CC(C)c1cc2c(c(O)c1O)[C@]1(C(=O)O)CCCC(C)(C)C1CC2 (stereo not given in full) | -7% | -27%
COc1cc2c(cc1O)C(CCc1ccc(Cl)cc1)N(C)CC2 (stereo not given) | -1% | -1%
COCC#CCN1CCCCC1c1cccnc1 (stereo not given) | -9% | 6%
Cn1cc(C(=O)C(=O)N[C@H]2CN3CCC2CC3)c2ccccc21 | 3% | -2%
O=C(CCCN1CCC2(CC1)C(=O)N(Cc1cccc(F)c1)CN2c1ccccc1)c1ccc(F)cc1 | -33% | ?
CC(CO)NC(=O)C1C=C2c3cccc4[nH]cc(c34)C[C@H]2N(C)C1 (stereo not given in full) | -2% | ?
CC(C)C(O)(C(=O)OC[C@@H]1CC[N+]2([O-])CCCC12)C(C)O (stereo not given in full) | -1% | -11%
CCC[N+](=O)[O-] | -4% | -2%
O=C(/C=C\c1ccc(Cl)cc1)N[C@@]12CCC(=O)[C@@H]3Oc4c(O)ccc5c4[C@@]31CCN(CC1CC1)[C@@H]2C5 | -6% | -26%
Oc1cc(Cl)ccc1Cl | 17% | -7%
CNC(Cc1c[nH]c2ccccc12)C(=O)O (stereo not given) | 16% | 4%
O=C(Oc1ccccc1)N1CCC[C@@]2(CCN(Cc3ccccc3)C2)C1 | 6% | 4%
CCC#N | 20% | 0%
BrC1C(Br)C(Br)C(Br)C(Br)C1Br (stereo not given) | 5µM* | 7.9µM*
c1ccc(N2CC[C@@]3(CCCNC3)C2)cc1 | -2% | 2%
CCN1C[C@@]2(OC(=O)c3ccccc3NC(C)=O)CCC(OC)[C@@]34C5CC6C(OC)C[C@@](O)(C(CC23)[C@@H]14)C5(O)C6OC (stereo not given in full) | -17% | -23%
OCC(Br)(Br)Br | -5% | -6%
COc1ccccc1-c1[se]c2ccccc2c1I | 18% | -3%
CCCc1cc2c(n1Cc1ccco1)C(C)C1CN(C(=O)c3ccccc3)C(C)(C(=O)OC)C21 (stereo not given) | 19% | 4%
Cc1ccc2c(c1)Cc1c(C(=O)NN3CCCCC3)nn(-c3ccc(Cl)cc3Cl)c1-2 | ? | -5%
CC(=O)Oc1c2c(c(CC=C(C)C)c3c1C(=O)C1=CC4CC5C(C)(C)OC(C/C=C(\C)C(=O)O)(C4=O)[C@]15O3)OC(C)(CCC=C(C)C)C=C2 (stereo not given in full) | 3.5µM* | ?
CC(C)CCCC1(C)C=Cc2c(O)c3c(c(CCC(C)C)c2O1)OC12C(CC4CC1C(C)(C)OC2(CCC(C)C(=O)O)C4O)C3=O (stereo not given) | 4% | -5%
C[C@H]1CCC/C=C/C2C[C@H](O)C[C@H]2[C@H](O)/C=C/C(=O)O1 (stereo not given in full) | 16% | -3%
CC1=CCCC2C1(C)CCC(C)C2(C)CC/C(C)=C/C[n+]1cn(C)c2c(N)ncnc21 (stereo not given) | -13% | -6%
C=CCCl | -4% | -3%
C=C(C)CCl | 2% | 3%
COP(N)(=O)SC (stereo not given) | -7% | -2%
Cc1ccccc1-c1cncnc1NCCc1cnc[nH]1 | -30% | -7%
